From PubChem BioAssay
NTR1 ag: NTR1-driven beta-arrestin-GFP spot formation – imaging, U2OS cells, high content, primary screen (AID 493036). P30989. agonist mode. activation, % at 20 µM. 330,000 tested, 0.17% active;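 active means activation at or above 40% of the spot to cytoplasm intensity ratio, with at least 20 cells analyzed; inconclusive means wells under 20 cells, flagged as cytotoxic or low count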;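 further: 0% = DMSO without peptide and 100% = 100 nM NTR1 peptide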
Target sequence (P30989 whole entry, looked up): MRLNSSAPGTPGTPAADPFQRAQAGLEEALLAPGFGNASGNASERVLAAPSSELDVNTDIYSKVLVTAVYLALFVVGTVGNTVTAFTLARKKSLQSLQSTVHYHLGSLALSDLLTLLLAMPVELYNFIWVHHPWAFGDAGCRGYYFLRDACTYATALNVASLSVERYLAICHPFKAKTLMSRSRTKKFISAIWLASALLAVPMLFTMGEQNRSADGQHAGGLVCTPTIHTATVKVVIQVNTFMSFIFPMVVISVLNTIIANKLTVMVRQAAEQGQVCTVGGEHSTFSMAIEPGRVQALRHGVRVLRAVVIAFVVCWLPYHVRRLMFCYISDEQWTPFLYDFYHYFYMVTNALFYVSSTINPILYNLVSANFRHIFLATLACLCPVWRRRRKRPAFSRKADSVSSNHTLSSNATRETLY
GPR55 beta-arrestin: selective activators of receptor GPR55 – imaging, U2OS cells, beta-arrestin-GFP redistribution, primary screen (AID 1961) | U2OS GPR55 beta-arrestin-GFP redistribution imaging; higher % means a stronger effect | 290,000 tested, 0.048% active | one-dose activation, % at 10 µM; EC50 in µM for titrated hits;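 active means activation above 40% with more than 50 cells counted in the well; inconclusive means wells holding fewer than 50 cells, flagged as toxic or sparse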;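 further: U2OS osteosarcoma cells stably expressing GPR55 and beta-arrestin-GFP; plate controls were DMSO negative control for no effect and LPI positive control for full effect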
NOD1 NF-kB reporter: NOD1 signaling inhibitors, primary screen, cell-based, luminescence, uHTS (AID 1578); NOD1-driven NF-kB luciferase reporter cells, luminescence; higher % means a stronger effect; one-dose inhibition, % at 4 µM; EC50 in µM for titrated hits; 290,000 tested, 1% active; in the data active means inhibition mostly above about 36%, no sharp cut-off; inactive means mostly below about 34%;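 further: HEK-293T reporter cells stimulated with the NOD1 agonist gamma-tri-DAP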
KOR beta-arrestin-1: kappa opioid receptor activators – cell-based, luminescence, uHTS, primary screen (AID 1777); KOR beta-arrestin recruitment, luminescence; higher % means a stronger effect; activation, % at 10 µM, or EC50 in µM where a hit was titrated; 280,000 tested, 0.02% active; in the data active means activation above about 50%, passing the limit was not always enough; further: a part of the inactive calls stands beside numbers as strong as those of hits
Myeloid diff MLP: compounds promoting myeloid differentiation | ER-HoxA9 myeloid progenitors, lysozyme-GFP differentiation, flow cytometry | 360,000 tested, 1% active | calls only at 10 µM;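 active means normalized GFP-positive differentiation at or above the plate's own cutoff, the solvent-only control mean plus 3 SD; inconclusive means no clear call, values can overlap the other calls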;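 further: cells exposed to compound for four days before flow analysis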
KOR beta-arrestin-2: KOR antagonists, beta-arrestin recruitment, cell-based, luminescence, uHTS (AID 1778) | 290,000 tested, 0.091% active | KOR beta-arrestin recruitment, luminescence, antagonist mode; higher % means a stronger effect | inhibition, % at 10 µM; hits with a dose series show IC50 in µM; further: strong numbers were not always called active
GPR55 LPI antagonism: GPR55 antagonists blocking LPI-driven arrestin recruitment, primary screen, imaging, U2OS, beta-arrestin-GFP, LPI agonist (AID 2013); U2OS GPR55 beta-arrestin-GFP translocation imaging, LPI antagonism; higher % means a stronger effect; 290,000 tested, 0.13% active; one-dose inhibition, % at 10 µM; IC50 in µM for titrated hits;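 active means spots per cell inhibited over 60%, with over 100 cells counted and total cytoplasm intensity under 500,000; inconclusive means wells with under 100 cells, flagged as likely toxic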;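 further: U2OS cells stably carrying GPR55 and arrestin-GFP stimulated by 5 µM LPI near EC80; imaged beta-arrestin-GFP aggregate spots per cell after agonist stimulation; plate controls were LPI-stimulated DMSO wells for no effect and DMSO wells without LPI for full effect; some results filed as inactive read as strong as hits; confirmed hits need IC50 under 10 µM and bright autofluorescent wells are also inconclusive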
NOD2 inhibition: NOD2 signaling inhibitors, cell-based, luminescence, uHTS, HEK293 (AID 1566). HEK293 NOD2/NF-kB luciferase reporter, luminescence; higher % means a stronger effect. inhibition, % at 4 µM; hits with a dose series show EC50 in µM. 290,000 tested, 0.63% active; further: many of its hits are not listed in these tables
T cell HTS: modulates CD8 T cell binding to vesicles; 2C CD8+ T cell-vesicle binding, flow cytometry; hits give low values; calls only at 7 µM; 330,000 tested, 0.068% active; AID 2052;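 active means response, share of CD8 T cells binding vesicles, and their 90th percentile fluorescence all below set limits, cut at about 80% in these data, passing the limit was not always enough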
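Benchmarks: naked versus QL9-loaded vesicles / Assay system: purified 2C TCR transgenic mouse naive CD8+ T cells / Technique: high-throughput flow cytometry with anti-B7-1 and anti-CD8 staining / Timing: Cell–vesicle co-incubation 1.5 h at 37 °C, staining 20 min on ice / Read-out: percent CD8+ FL2 mean versus row control / Probe or stimulus: QL9-loaded Drosophila micro-vesicles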
T cell HTS vesicle-bound %: recorded beside T cell HTS, whose call it bears; double positive events, %; measured here: CD8+ vesicle-bound cell fraction;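 binding gate set so that unloaded-vesicle control wells show 10% double positive cells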
NTR1 ag cell count 20 µM: second read-out of NTR1 ag, no call of its own (marks repeat the call); cell count; measured here: cell count, cytotoxicity flag
Myeloid diff MLP GFP+ MAC1+ %: recorded beside Myeloid diff MLP, whose call it bears; GFP+ MAC1+ double positive, %; measured here: differentiation confirmed by MAC1 staining
Numbers without * were called inactive; i = inactive; u = inconclusive; x = no result given; + = active, no number; [ ] = dose if it differs, or a comment. Unless noted, no stated cut-off is given here; in the data, active means inhibition above about 50%; inactive means the rest. A portion of the library (hit frequency here may not be typical).

SMILES	NTR1 ag	NTR1 ag cell count 20 µM	GPR55 beta-arrestin	NOD1 NF-kB reporter	KOR beta-arrestin-1	Myeloid diff MLP	Myeloid diff MLP GFP+ MAC1+ %	KOR beta-arrestin-2	GPR55 LPI antagonism	NOD2 inhibition	T cell HTS	T cell HTS vesicle-bound %
Cc1nn(C)c(C)c1S(=O)(=O)N1CCC(C(=O)NC2CCCCC2)CC1	-6.9	92	-0.2%	-20%	-3.2%	i	0.6	13%	14%	19%	i	18
CCNc1nc(NOC)nc(OCC#N)n1	1.1	72	0.0%	-2%	-2.4%	i	0.3	-8%	2%	11%	i	35
CC(C)(C)Cc1nnc(NC(=O)Cc2cccs2)s1	2.0	49	0.2%	-32%	x	i	0.4	-21%[20 µM]	0%	5%	i	62
Cc1ccc(C(=O)NCc2ccco2)cc1S(=O)(=O)Nc1cccc(C)c1C	1.0	62	0.2%	4%	-2.5%	i	8.9	5%	18%	-1%	i	57
CC(C)(C)C1CCC(=NNC(=O)C(=O)NC2CCCCC2)CC1 (configuration not stated)	-0.6	54	-0.3%	21%	10%	i	1.6	8%	0%	6%	i	49
CCn1c(COc2ccccc2C)nnc1SCC(=O)N1CCN(c2ccccc2)CC1	3.8	56	-0.3%	-14%	0.4%	i	0.6	-7%	-5%	19%	i	23
COC(=O)c1ccccc1N1C(=O)[C@@H]2C(c3ccc(F)cc3)=NO[C@@H]2C1=O	0.9	85	0.5%	-13%	-9.8%	i	5.0	-7%	0%	10%	i	23
CCCCn1c(=O)[nH]c(=O)c2c1nc(-c1ccc(OC(F)F)c(OC)c1)n2C	6.6	43	-0.1%	-16%	-2.8%	i	1.3	-37%	-5%	-4%	i	16
CCOc1ccc(Cn2c(=O)sc3ccccc32)cc1OC	1.3	67	-0.1%	10%	x	i	1.5	-4%	-4%	4%	i	35
CC(NC(=O)c1ccccc1)c1nnc(SCC(=O)NC2CCCC2)n1C (configuration not stated)	28	49	0.2%	-6%	7.4%	i	0.3	-13%	5%	-7%	i	43
CCN(CC)CCNC(=S)Nc1ccc2nc3n(c(=O)c2c1)CCCCC3	-1.6	45	-0.1%	-13%	0.3%	i	0.7	12%	6%	8%	i	11
CCc1cc(-c2n[nH]c(C)c2-c2ccccc2Cl)c(O)cc1OC	21	80	0.0%	19%	-1.4%	i	0.3	-15%	8%	-8%	i	18
CCNc1cc(N2CCCC2)ccc1[N+](=O)[O-]	0.4	47	0.5%	-19%	-1.0%	i	0.2	29%	3%	12%	i	39
COc1ccc(C2CC(c3ccc(OC)cc3)n3nc(NS(C)(=O)=O)nc3N2)cc1 (configuration not stated)	0.0	61	0.3%	-4%	-1.0%	i	0.7	-12%	7%	0%	i	54
CCOc1ccc2[nH]c(C(=O)N/N=C/c3ccc(OC)cc3)cc2c1	6.6	68	0.0%	-2%	-3.0%	u	x	-111%	-16%	-37%	i	43
COc1cc(OC)cc(C(=O)NC(=S)N(Cc2ccccc2)C(C)C)c1	-0.2	82	0.0%	13%	1.8%	i	0.5	-53%	-1%	16%	i	66
COC(=O)c1scc(C)c1NC(=O)CSc1ccc(Cl)cc1	0.1	38	-0.1%	-4%	x	i	0.2	-12%	2%	7%	i	26
O=c1[nH]cccc1-c1nc2ccccc2n1Cc1ccccc1F	-0.5	78	-0.3%	-10%	-2.2%	i	1.4	-4%	2%	1%	i	49
O=c1c(Cl)c(Cl)cnn1Cc1ccc(F)cc1	6.9	79	-0.1%	x	x	u	x	-12%[20 µM]	26%	x	i	27
COC(=O)C1=C(C)N(CCc2ccc(OC)cc2)C(=O)C1	0.1	52	-0.2%	10%	-2.6%	i	0.9	42%	16%	-1%	i	18
O=C(CC(=O)N1CCN(c2ccccn2)CC1)Nc1ccc2nc3n(c(=O)c2c1)CCCCC3	-0.1	99	0.2%	6%	2.1%	i	2.2	-10%	14%	13%	i	38
C=CCn1c(CSCc2ccccc2)nnc1SCC(=O)N1CCN(c2ccccc2)CC1	7.6	52	-0.2%	48%	5.1%	i	2.1	-10%	-5%	0%	i	48
COc1cccc(N2CCN(c3ccc4nnc(CCC(=O)Nc5cc(C)ccn5)n4n3)CC2)c1	1.2	66	-0.2%	14%	4.6%	i	0.7	-8%	-3%	18%	i	49
CC(C)C12CN3CCN(CC(C3)/C1=N\NC(=O)Nc1ccccc1)C2	1.6	93	0.2%	-21%	-2.8%	i	0.3	9%	-3%	-7%	i	38
CC(C)[C@H](NC(=O)OCc1ccccc1)C(=O)OCc1ccccc1	0.2	47	-0.1%	-15%	-3.6%	i	0.6	-14%	4%	7%	i	7

Continuation:
SMILES	NTR1 ag	NTR1 ag cell count 20 µM	GPR55 beta-arrestin	NOD1 NF-kB reporter	KOR beta-arrestin-1	Myeloid diff MLP	Myeloid diff MLP GFP+ MAC1+ %	KOR beta-arrestin-2	GPR55 LPI antagonism	NOD2 inhibition	T cell HTS	T cell HTS vesicle-bound %
COC(=O)c1cc(C(=O)NCCCN2CCOCC2)cc([N+](=O)[O-])c1	-0.4	47	0.1%	-9%	0.9%	i	0.5	17%	6%	24%	i	57
COc1ccc(OCCC(=O)OCC(=O)NC2CCCCCCC2)cc1	-1.2	63	0.8%	-34%	-3.8%	i	0.8	-2%	-2%	10%	i	27
CC(=O)C(=Cc1ccc(O)cc1)C(C)=O	x	x	-0.1%	-8%	3.7%	i	0.4	12%	17%	3%	i	23
c1ccc(Sc2cnc3ccccc3n2)cc1	3.0	44	-0.2%	12%	8.9%	i	1.7	-60%	21%	-22%	i	48
N#CCCSc1nc(N2CCOCC2)c2c(c1C#N)CCCC2	3.2	99	-0.4%	-20%	-3.8%	i	0.4	14%	12%	12%	i	55
COc1cc(NC(=O)CN2CCN(C(=O)C3CCCO3)CC2)c(OC)cc1Cl (configuration not stated)	0.7	57	-0.2%	-24%	7.0%	i	0.8	-54%	2%	3%	i	12
CC(=O)c1ccc(NC(=S)NC(=O)Cc2ccc(Cl)cc2)cc1	8.7	67	-0.1%	-2%	-2.4%	i	0.6	-40%	9%	8%	i	60
Cc1noc(C)c1CN1C(=O)NC(Cc2ccccc2)(Cc2ccccc2)C1=O	-0.9	53	0.0%	5%	2.3%	i	0.5	6%	-5%	2%	i	4
CCOCCCNC(=O)c1cn(CC)c2ccc(S(=O)(=O)N3CCOCC3)cc2c1=O	-0.7	54	-0.2%	-5%	-5.2%	i	0.7	-20%	-4%	17%	i	16
CCOC(=O)/C=C1\SCC(=O)N1CC(=O)Nc1ccc(OC)c(OC)c1	-0.2	55	-0.1%	-9%	2.4%	i	1.0	-14%	-4%	-1%	i	52
CC1CC(=O)N(CC(=O)Nc2cccc(Cl)c2)c2ccccc2S1(=O)=O (configuration not stated)	1.6	50	-0.1%	-38%	11%	i	0.8	-2%	11%	1%	i	14
CC(=O)N1CCN(Cc2nc3cc(NC(=O)c4ccccc4Cl)ccc3n2C)CC1	-1.5	61	-0.1%	-33%	x	i	0.1	-52%[20 µM]	-15%	-5%	i	34
COc1cc(-c2cc(=O)c3c(O)cc(O)cc3o2)ccc1O	2.2	74	0.5%	2%	-0.7%	i	4.0	3%	-2%	-236%	i	42
O=C(NNC(=O)c1cc(OCC(F)(F)F)ccc1OCC(F)(F)F)c1cccc(C(F)(F)F)c1	-1.1	68	-0.4%	-22%	-4.0%	i	0.8	15%	14%	-5%	i	24
COc1cc(-c2nc(CN(C)Cc3nnc(C)o3)c(C)o2)ccc1F	-1.4	51	0.4%	-15%	x	i	0.5	-4%[20 µM]	11%	15%	i	41
c1ccc(CNc2ccc3c(c2)ncn3C2CCCCC2)nc1	-0.7	47	-0.3%	-18%	-1.0%	i	1.6	0%	15%	-4%	i	21
Cc1ccc(C(=O)Nc2cc3ccccc3oc2=O)cc1	0.8	37	-0.3%	86%*	-3.0%	x	x	-44%	-11%	70%*	i	67
CCCn1cc(S(=O)(=O)c2ccc(OC)cc2)c(=O)c2cc(OC)ccc21	1.7	45	-0.1%	-5%	-2.4%	i	1.0	-13%	0%	11%	i	29
COc1ccc2c(c1)CC1c3c(cc4c(c3-2)OCO4)CC[N+]1(C)[O-] (configuration not stated)	0.6	54	-0.1%	9%	4.1%	i	3.3	31%	-7%	19%	i	29
COc1ccc(N(Cc2ccccc2)C(=O)c2ccccc2[N+](=O)[O-])cc1	3.1	75	-0.1%	20%	-6.4%	i	6.6	-30%	-3%	-13%	i	32
COc1ccc(NC(=S)NNC(=O)COc2ccc(Cl)cc2Cl)cc1	1.7	70	-0.2%	0%	-4.4%	i	0.7	20%	6%	12%	i	28
Cn1c(=O)c2cn(Cc3ccc(Cl)cc3)cc2n(C)c1=O	0.3	57	-0.2%	-24%	-3.9%	i	1.7	24%	0%	2%	i	32
C[C@]12CCC(=O)CC1CCC1C2CC[C@@]2(C)C1CC[C@@]21CCO1 (some centres not stated)	-0.2	79	-0.1%	6%	-6.2%	+	0.8*	-9%	-15%	24%	i	10
COC(=O)c1ccc(C(=O)N2CCCC(N3CCN(c4ccc(F)cc4)CC3)C2)nc1 (configuration not stated)	1.2	57	-0.1%	-12%	10%	i	0.4	-18%	1%	1%	i	66
C=Cc1ccc(Cn2c(=O)n(C)c(=O)c3sccc32)cc1	2.0	52	-0.1%	32%	-2.6%	i	0.7	-36%[20 µM]	17%	50%	i	31
CCOC(=O)N1CCC(=NNC(=O)c2cc3ccccc3cc2O)CC1	4.1	60	-0.8%	-19%	6.8%	i	0.2	-26%	6%	11%	i	37
CN(C(=O)c1ccc2c(c1)OCO2)C1CCCCC1	1.9	45	0.3%	-42%	1.1%	i	1.2	-6%	-1%	-24%	i	20
CC(C)=NOc1nc(N(C)C)nc(N2CCOCC2)n1	-0.6	61	-0.1%	2%	x	i	0.7	16%	1%	1%	i	40
COc1ccc(Cl)cc1NC(=O)COC(=O)CCc1cc(OC)c(OC)c(OC)c1	0.3	59	-0.2%	-12%	-2.7%	i	1.0	-50%	-9%	-8%	i	43
O=C(CN1CCCc2ccccc21)NC(=O)NC1CCCCC1	1.9	62	0.4%	-4%	1.7%	i	0.3	-34%	13%	4%	i	19
